TDP1 block: blocks human tyrosyl-DNA phosphodiesterase 1; Q9NUW8; recombinant TDP1, AlphaScreen DNA substrate cleavage; Potency, µM (series often up to 130 µM), without a hit: at the highest dose activity change, negative = inhibition, usual class: inhibitors; hit rate 0.28% among 350,000; further: nearly all actives have a fitted effect of over 40% in size
Target sequence (Q9NUW8 whole entry, looked up): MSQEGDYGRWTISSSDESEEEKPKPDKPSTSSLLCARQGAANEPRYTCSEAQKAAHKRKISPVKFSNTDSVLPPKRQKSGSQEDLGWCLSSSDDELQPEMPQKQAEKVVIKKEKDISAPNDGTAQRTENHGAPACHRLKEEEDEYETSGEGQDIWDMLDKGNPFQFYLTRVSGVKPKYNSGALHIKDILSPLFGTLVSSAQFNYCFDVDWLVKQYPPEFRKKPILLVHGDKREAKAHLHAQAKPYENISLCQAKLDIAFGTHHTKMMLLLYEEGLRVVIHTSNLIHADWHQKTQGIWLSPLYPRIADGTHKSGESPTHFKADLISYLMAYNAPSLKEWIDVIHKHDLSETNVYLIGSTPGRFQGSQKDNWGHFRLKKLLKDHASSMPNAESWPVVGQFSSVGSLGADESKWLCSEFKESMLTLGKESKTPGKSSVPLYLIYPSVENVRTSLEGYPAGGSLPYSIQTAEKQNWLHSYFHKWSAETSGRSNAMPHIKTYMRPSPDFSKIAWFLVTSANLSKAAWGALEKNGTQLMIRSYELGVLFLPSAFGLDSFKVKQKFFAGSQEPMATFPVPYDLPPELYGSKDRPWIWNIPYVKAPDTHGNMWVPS
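AlphaScreen read-out: signal falls as enzyme removes the 3' tyrosine-FITC from a 5'-biotinylated DNA oligo (15 nM, 5 min, RT). Enzyme was E. coli-made recombinant Tdp1 at 1 nM, exposed to compound for 15 min beforehand; beads 10 ug/ml, 10 min.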
N370S GC: inhibits or activates N370S mutant glucocerebrosidase; Potency, µM (titrated, usually from 59.4 µM), without a hit: top-dose activity change, negative = inhibition, most hits filed as inhibitors; N370S GC spleen homogenate, 4MU-glucoside fluorescence; P04062; hit rate 0.092% among 330,000; AID 2101;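 further: 0% = full enzyme activity and -100% = no enzyme basal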
FEN1 inh: blocks human flap endonuclease 1 | Recombinant FEN1 flap cleavage, fluorescence, 15 min | Potency, µM (titrated, usually from 114 µM), for the others: top-dose activity change, negative = inhibition, usual class: inhibitors | hit rate 0.35% among 390,000 | AID 588795; further: nearly all actives have a fitted effect of over 65% in size
Target sequence (P39748 whole entry, looked up): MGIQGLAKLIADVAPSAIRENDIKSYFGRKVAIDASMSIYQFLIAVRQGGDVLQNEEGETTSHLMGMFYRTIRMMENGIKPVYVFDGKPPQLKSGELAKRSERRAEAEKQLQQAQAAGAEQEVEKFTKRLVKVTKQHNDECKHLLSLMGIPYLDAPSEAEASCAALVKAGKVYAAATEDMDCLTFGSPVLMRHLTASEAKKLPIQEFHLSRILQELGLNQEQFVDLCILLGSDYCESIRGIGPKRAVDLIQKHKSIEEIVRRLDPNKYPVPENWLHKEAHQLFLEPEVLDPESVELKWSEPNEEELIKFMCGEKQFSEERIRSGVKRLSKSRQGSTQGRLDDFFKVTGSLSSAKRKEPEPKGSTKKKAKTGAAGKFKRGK
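Enzyme 10 nM, 15 min RT preincubation with compound; start with substrate 50 nM final; reads at 0 and 15 min; qHTS titration, four-parameter Hill fit.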
Numbers without * were called inactive; ? = inconclusive; . = not tested or not shown; [ ] = dose if it differs, or a comment. The call rests on the fitted dose curve; in most records, active means well fitted curve in the direction sought with a large enough effect; inconclusive means small, poorly fitted or top-dose-only effect, or another doubt; inactive means no such curve, though single readings can be large; an effect the other way counts as inactive or inconclusive. Unless noted, on the % scale 0 is the no-effect control and ±100 the full control effect; potency means the concentration at half of the fitted maximal effect. No enrichment for hits; 0.57% or so of the library scored in one or more.

SMILES	TDP1 block	N370S GC	FEN1 inh
O=C(/C=C/c1ccc(S(=O)(=O)N2CCOCC2)cc1)NCCCn1ccnc1	5%	6%	-17%
CCOC(=O)C1(Cc2cccc(F)c2)CCN(C(=O)C2CCOCC2)CC1	.	-4%	6%
COc1ccccc1N1CCN(C(=O)c2cn(C)c3ccc(S(=O)(=O)N(C)C4CCCCC4)cc3c2=O)CC1	-2%	.	3%
CN(CC(=O)NCCCN1CCOCC1)S(=O)(=O)c1ccc(Br)cc1	7%	3%	0%
COc1ccccc1N1CCN(C2CCCN(C(=O)c3cscn3)C2)CC1 (stereo not given)	2%	-1%	15%
CCOc1ccc(S(=O)(=O)NC2CCCC2)cc1C	0%[56.1 µM]	-4%	-21%
C=CCN(C(=O)c1csnn1)C(C(=O)NC1CCCC1)c1c(F)cccc1Cl (stereo not given)	1%	4%	0%
O=C(N/N=C/c1ccc(-c2cccc(C(F)(F)F)c2)o1)c1ccccc1Br	8%	29%	-20%
CCCCCn1c(CNC(=O)c2cccs2)nc2ccccc21	8%	28%	-2%
COc1ccc(C2C=C(c3ccccc3)Nc3nc(NC(=O)/C=C/c4ccccc4OC)nn32)cc1 (stereo not given)	6%	.	2%
Cc1ccc(C(=O)NNC(=O)C2CCN(c3nccc(C)n3)CC2)cc1	5%	4%	-11%
Cc1ccc(/C=C/C(=O)OCc2nc(N)nc(Nc3ccccc3C)n2)o1	7%	6%	8%
O=C(Nc1nccs1)c1cc(Cl)nc2ccccc12	7%	7%	-2%
CCc1ccc(C(=O)NC(CCSC)C(=O)O)cc1 (stereo not given)	1%	0%	9%
COc1nc2ccccc2cc1-c1noc(-c2cccnc2)n1	3%	-10%[2.35 µM]	.
COc1ccc(NC(=O)CN2c3cccc4cccc(c34)S2(=O)=O)c(OC)c1	-7%	6%	-18%
Cc1ccsc1C(=O)NNC(=S)NCC(C)C	2%	-20%	-3%
COc1ccc(/C=C/C(=O)Nc2cc(C)nn2-c2nc3ccccc3n2Cc2cccc([N+](=O)[O-])c2)cc1	-3%	2%	-5%
COC(=O)c1ccc(NC(=S)NC2CCCCC2C)cc1 (stereo not given)	5%	9%	-4%
CCCCNC(=S)NNC(=O)CCn1cc(C)cn1	0%	-1%	2%
O=C(CN1CCN(Cc2ccccc2)CC1)Nc1cccc(S(=O)(=O)N2CCCCCC2)c1	-2%	-6%	3%
Cc1cccc(OCCSc2nc3ccc(NC(=O)COc4ccccc4C)cc3s2)c1	-4%	.	-12%
CCOc1ccccc1-n1c(COc2ccc(C)cc2)nnc1SCC(N)=O	1%	-2%	-16%
CCCNC(=S)N1CCC(C(=O)c2ccc(Cl)cc2)CC1	.	-3%	-4%
CCCCCn1c(CCNC(=O)c2cccc(C)c2)nc2ccccc21	9%	.	1%
Cc1cccnc1NC(=O)c1cccc(S(=O)(=O)N2CCCc3ccccc32)c1	-10%	-16%	-2%
Cc1ccc2c(c1)N(C(=O)N1CCC(C(=O)NC3CCCCCC3)CC1)CCO2	1%	.	0%
O=c1[nH]c(SCc2ccc(Br)cc2)nc2c1CCCC2	6%	.	-4%
Cn1c2ccccc2c2cc(/C=C(\NC(=O)c3ccccc3)C(=O)NCC(=O)O)ccc21	1%	3%	-25%
O=C(NCCN1CCN(c2ccccc2)CC1)Nc1cccc(Cl)c1	.	-6%	4%
O=C(NC1CCCCC1)c1ccccc1NC(=O)C1CC1	-3%	9%	-3%
COc1cc(C2C(C(=O)Nc3ccc(F)cc3)=C(C)Nc3nc(CCCO)nn32)cc(OC)c1OC (stereo not given)	-2%	-7%	11%
COc1ccc(C(=O)Nc2nnc(-c3ccc(F)cc3)s2)c(OC)c1	.	-9%	11%
Nc1ccc2c(c1)Oc1ccccc1C=C2	9%	7%	-3%
C/C=C/c1ccc(OCC(=O)Nc2cc(Cl)ccc2-n2cncn2)c(OC)c1	.	1%	-1%
CCCC(=O)Nc1ccc(Oc2ccc(NC(=O)CCC)cc2)cc1	-5%	0%	-2%
Cc1ccc2sc(N(CCCN(C)C)C(=O)c3ccc(S(=O)(=O)N(C)Cc4ccccc4)cc3)nc2c1C	7%	?	-17%
Cn1c(=O)cc(OCC(=O)NCc2cccnc2)c2ccccc21	0%	2%	5%
O=C(O)c1cc(Cl)ccc1NC(=O)C1CCCO1 (stereo not given)	0%	4%	-1%
CCC1=C(C(=O)OC)C(c2cc(OC)ccc2OC)C(C#N)=C(N)O1 (stereo not given)	2%	-3%	1%

A draw from above in order of number of heavy atoms, high to low.
SMILES	TDP1 block	N370S GC	FEN1 inh
O=C(CN1CCN(Cc2ccccc2)CC1)Nc1cccc(S(=O)(=O)N2CCCCCC2)c1	-2%	-6%	3%
C/C=C/c1ccc(OCC(=O)Nc2cc(Cl)ccc2-n2cncn2)c(OC)c1	.	1%	-1%
O=C(NCCN1CCN(c2ccccc2)CC1)Nc1cccc(Cl)c1	.	-6%	4%

Returning to the listing, starting 3 compounds before the break.
SMILES	TDP1 block	N370S GC	FEN1 inh
Cn1c(=O)cc(OCC(=O)NCc2cccnc2)c2ccccc21	0%	2%	5%
O=C(O)c1cc(Cl)ccc1NC(=O)C1CCCO1 (stereo not given)	0%	4%	-1%
CCC1=C(C(=O)OC)C(c2cc(OC)ccc2OC)C(C#N)=C(N)O1 (stereo not given)	2%	-3%	1%
COc1ccc(Oc2cc(NN3CCCCC3)c([N+](=O)[O-])cc2[N+](=O)[O-])cc1OC	.	9%	8%
O=C(CCNC(=O)c1ccc([N+](=O)[O-])cc1)Nc1ccc(S(=O)(=O)N2CCOCC2)cc1	-12%	0%	1%
CC(C)(O)C#Cc1ccc(C(=O)N2CCCC2C(=O)O)s1 (stereo not given)	2%	4%	3%
CCOC(=O)c1sc2nc(CC(C)C)c3c(c2c1N)CCC3	0%	-7%	1%
COc1ccc(NC2CCCN(C(=O)CCc3cccc(Cl)c3)C2)cc1 (stereo not given)	12%	-16%	8%
CC(c1ccco1)N(C(=O)c1ccccc1NS(=O)(=O)c1cc([N+](=O)[O-])ccc1Cl)c1ccccn1 (stereo not given)	0%	-1%	-12%
COc1ccc2[nH]c(=O)c(CN(CC3CCCO3)C(=O)Nc3ccccc3)cc2c1 (stereo not given)	-1%	3%	1%
O=S(=O)(O)c1nc2ccccc2n1Cc1ccc(Cl)cc1Cl	-8%	1%	0%
Cc1ccc(S(=O)(=O)Nc2ccc(Cl)cc2)cc1NC(=O)Cn1cnc2c1c(=O)n(C)c(=O)n2C	4%	-24%	-8%
CC(=O)NNC(=O)CN1C(=O)/C(=C/c2ccccc2)SC1=S	-4%	10%	-13%
O=C(COc1ccccc1)NCc1nnc2c3ccccc3c(-c3ccccc3)nn12	2%	1%	-21%
O=C1CC(Nc2ccc(N3CCOCC3)cc2)C(=O)N1c1ccccc1F (stereo not given)	3%	-4%	-3%
CC(=O)C1=C(O)C(=O)N(c2ccc(Br)cn2)C1c1ccccc1F (stereo not given)	-10%	0%	-2%
CCc1cc2cc(C)ccc2nc1SCC(=O)N1CCN(C(=O)c2ccco2)CC1	6%	17%	-15%
COc1ccc(-c2nn(CC(=O)NCc3ccccc3)c3c2cnc2ccc(F)cc23)cc1	5%	.	-2%
CCOc1ccc(Nc2cc3n(c(=O)n2)CCc2cc(OC)c(OC)cc2-3)cc1	.	-19%	?
O=C(Nc1ccc(Cl)cc1)N(Cc1cccnc1)Cc1ccco1	5%	1%	-16%
Fc1cccc(-c2nnn3c2nc(Cl)c2ccccc23)c1	-1%	-1%	11%
Cn1c(C(=O)N2CCN(Cc3ccc4c(c3)OCO4)CC2)cc2sccc21	1%	-8%	-3%
O=C(O)C1CC=CC2CCN(C3CC3)C(=O)C21 (stereo not given)	10%	-9%	9%
CCOC(=O)C1=NOC(Cn2cc(C(C)=O)c(=O)[nH]c2=O)C1 (stereo not given)	1%	-1%	2%
CCN(CC)c1ccc(NC(=O)CSc2nc(-c3cccs3)cc(C(F)(F)F)n2)cc1	4%	.	6%
Cc1c(C(=O)Nc2ccc(F)cc2)sc2nc[nH]c(=O)c12	3%	.	16%
CCOC(=O)C1CCCCN1Cc1cccc(F)c1 (stereo not given)	.	13%	-12%
CC(C)=CCc1c2c(c(O)c3c(=O)c(O)c(-c4ccccc4)oc13)C=CC(C)(C)O2	7%	4%	.
Cc1ccc(-c2cn(-c3ccc(OC(F)F)cc3)c3[n+]2CCCCC3)cc1	7%	2%	1%
C=Cn1c(N2CCOCC2)nc2c1c(=O)[nH]c(=O)n2C	7%	4%	-2%
Cc1ccc(CCNC(=O)CCCn2c(=O)c3ccccc3n(Cc3ccccc3C#N)c2=O)cc1	0%	.	18%
COc1ccc(S(=O)(=O)Nc2cc(Sc3ncn[nH]3)c(O)cc2C)cc1	0%	.	-7%
CCOCCCNC(=O)Cn1cc2c(n1)CCCC2	5%	-5%	-7%
COCC(=O)Oc1c(S(=O)(=O)c2ccc(C)cc2)c(C)nn1-c1ccccc1	-2%	1%	3%
Cc1ccc(NC(=O)C2CC=CCC2C(=O)N2CCCCC2)cc1 (stereo not given)	-5%	12%	-19%
O=[N+]([O-])c1cccnc1Oc1ccc(C2SCCS2)cc1	6%	-10%	7%
COc1cc(C(=O)NCC(=O)N/N=C/c2cccnc2)cc(OC)c1OC	-6%	-14%	-5%
C=CCSc1nc2sc3c(c2c(=O)n1CC)CCc1ccccc1-3	4%	-20%	-10%
CC(C)Cc1ccc(CN2CCCC(NC(=O)c3cccc(-n4cnnc4)c3)C2)cc1 (stereo not given)	4%	-10%	5%
CC1Sc2ccc(S(=O)(=O)N3CCC(C(=O)NCCc4ccccc4)CC3)cc2NC1=O (stereo not given)	4%	-9%	0%
COc1ccc(NC(=O)NC2(C(=O)N3CCOCC3)CCCCC2)cc1	3%	1%	1%
Cn1c(SCc2ccccc2Cl)nnc1-c1cnccn1	1%	3%	-9%
CCOc1ccc(NC(=O)CCC(=O)NNC(=O)Nc2cccc(Cl)c2)cc1	5%	8%	13%

Compounds shown so far that contain a cyano group:
SMILES	TDP1 block	N370S GC	FEN1 inh
CCC1=C(C(=O)OC)C(c2cc(OC)ccc2OC)C(C#N)=C(N)O1 (stereo not given)	2%	-3%	1%
Cc1ccc(CCNC(=O)CCCn2c(=O)c3ccccc3n(Cc3ccccc3C#N)c2=O)cc1	0%	.	18%

Retrieved one by one from the entries so far:
SMILES	TDP1 block	N370S GC	FEN1 inh
Cn1c(SCc2ccccc2Cl)nnc1-c1cnccn1	1%	3%	-9%
O=S(=O)(O)c1nc2ccccc2n1Cc1ccc(Cl)cc1Cl	-8%	1%	0%

(next part)
SMILES	TDP1 block	N370S GC	FEN1 inh
CCOC(=O)c1sc(-c2ccccn2)nc1C	-3%	0%	10%
COc1ccc(S(=O)(=O)N(CCc2ccccc2)CC(N)=O)cc1	9%	13%	-1%
Cc1ccc2c(c1)C(O)(CC(=O)c1ccc3c(c1)OCO3)C(=O)N2 (stereo not given)	0%	-2%	0%
CCCN(CC(=O)Nc1ccc(NC(C)=O)cc1)CC(=O)Nc1ccc(F)c(F)c1F	1%	-18%	-1%
Oc1nc(Nc2cccc(Cl)c2)sc1/C=C1\C=Nc2ccccc21	8%	?	-20%
COc1ccc(C(=O)/C=C(\C)NCc2ccc3c(c2)OCO3)cc1	-6%	5%	-4%
CCOC(=O)c1cnc2c(OC)cccc2c1N1CCN(c2ccccn2)CC1	5%	6%	-5%
Cc1ccc(NC(=O)CCc2nnc3ccc(N4CCOCC4)nn23)cc1C	.	-1%	16%
CCCCCCCCNC(=O)/C(C#N)=C/c1ccc2c(c1)OCCO2	-3%	4%	-11%
O=C(COC(=O)c1n[nH]c2ccccc12)Nc1ccc([N+](=O)[O-])cc1	3%	-9%	-5%
CSC1=C(C#N)C(c2ccc(C)cc2)C2=C(CCCC2=O)N1 (stereo not given)	4%	0%	5%
Cc1ccc(N=Nc2ccc(O)c(/C=N\NC(=O)c3ccc(N)cc3)c2)cc1C	-2%	13%	-5%
COc1ccc(-n2c3c(cc(C(=O)NNc4ccccc4C)c2=O)C(=O)CC(C)(C)C3)cc1	5%	0%	2%
CCOc1cc(S(=O)(=O)N(CC)CC)c(OCC)cc1-n1cnnn1	0%	-23%	0%
Clc1ccccc1Cn1nc(-c2ccccc2)nc1-c1ccccc1	-1%	8%	2%
CCCCC(=O)Nc1nnc(SCC(=O)Nc2ccc(OC)cc2)s1	2%	-9%	-13%
CCOc1ccc(NC(=O)CNC(=O)c2ccc([N+](=O)[O-])cc2)cc1	3%	4%	3%
CC(C)(C)c1ccc(OCCCNC2CCCC2)cc1	-6%	-9%	0%
CCCCC1CN2CCc3c([nH]c4ccccc34)C2(C)C1 (stereo not given)	.	-11%	-3%
Cc1cc(C)c2c(N)c(C(=O)Nc3cccc(C)c3C)sc2n1	.	?	-1%
CCn1c(=NC(=O)COc2ccccc2)sc2cccc(F)c21	1%	6%	-2%
Cc1ccc(C)c(NC(=O)CNS(=O)(=O)c2ccccc2)c1	9%	3%	-5%
